Source: PubChem BioAssay
Gli-Sufu block: antagonists of Gli-Sufu signaling. Sufu-KO-LIGHT fibroblasts, Gli luciferase reporter luminescence. inhibition, % at 5 µM. hit rate 0.74% among 340,000. AID 588413;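 active = inhibition above about 55%, limit read from the data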;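 also: 0% = DMSO-treated cells and 100% = wells with medium but no cells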
APOBEC3G inh: inhibitors of human APOBEC3G DNA deaminase | Q9HC16 | recombinant A3G, ssDNA deamination FAM/TAMRA fluorescence | inhibition, % at 20 µM | hit rate 0.28% among 330,000;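 active = inhibition of at least 40% at 20 µM, with no more than 30% in the related APOBEC3A deaminase screen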;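 also: plate controls were DMSO wells with A3G for no effect and wells lacking A3G enzyme for full effect; some compounds called inactive have numbers as strong as hits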
Target sequence (Q9HC16 whole entry, looked up): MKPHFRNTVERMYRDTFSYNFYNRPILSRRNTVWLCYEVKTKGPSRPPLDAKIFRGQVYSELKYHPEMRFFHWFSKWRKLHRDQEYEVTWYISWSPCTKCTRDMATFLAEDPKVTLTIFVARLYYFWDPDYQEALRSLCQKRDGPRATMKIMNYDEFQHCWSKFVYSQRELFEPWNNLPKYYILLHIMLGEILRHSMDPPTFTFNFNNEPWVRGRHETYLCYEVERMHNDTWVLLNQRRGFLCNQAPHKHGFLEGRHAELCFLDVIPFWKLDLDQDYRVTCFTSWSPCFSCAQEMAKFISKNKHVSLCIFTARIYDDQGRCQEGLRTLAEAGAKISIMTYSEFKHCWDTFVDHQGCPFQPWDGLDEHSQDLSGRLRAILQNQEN
APOBEC3A inh: blocks human APOBEC3A ssDNA deamination | recombinant A3A, FAM/TAMRA ssDNA deamination fluorescence | inhibition, % at 20 µM | hit rate 0.41% among 330,000 | AID 493011;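 active = at least 40% inhibition at 20 µM here, with at most 30% in a related deaminase screen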;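 also: plate controls were A3A with DMSO for no effect and wells lacking A3A enzyme for full effect; some results filed as inactive read as strong as hits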
EBI2 block: EBI2 (human) antagonism; hit rate 0.81% among 360,000; AID 651636; EBI2 beta-arrestin recruitment, luminescence, 7a,25-OHC stimulated; P32249; inhibition, % at 5 µM; in the data active = inhibition above about 38%;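 also: enzyme fragment complementation signal reports receptor beta-arrestin coupling in cells; 0% = agonist plus DMSO wells and 100% = wells without agonist; some results beyond the cut were filed as inactive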
NR3A LBD binder: modulators (binders) of human NR3A ligand-binding domain | NR3A LBD differential scanning fluorimetry, Tm shift; 0% = protein alone, 100% = glycine-bound protein | Tm shift relative to glycine control, % at 25 µM | hit rate 2.5% among 340,000 | AID 1259313;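 active = melting temperature shift of at least 10% of the positive control shift, at one fixed dose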
CCR6 antagonist: blocks CCL20-driven beta-arrestin recruitment at human CCR6; CHO-K1 CCR6 PathHunter beta-arrestin, luminescence, CCL20-stimulated; inhibition, % at 20 µM; hit rate 0.49% among 340,000;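 active = compounds whose inhibition of the agonist-driven luminescence signal at 20 µM reaches about 50%, limit read from the data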;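 also: cells stimulated with CCL20 at 14 nM final; plate controls were DMSO with CCL20 for no effect and DMSO without agonist for full effect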
Target sequence (P51684 whole entry, looked up): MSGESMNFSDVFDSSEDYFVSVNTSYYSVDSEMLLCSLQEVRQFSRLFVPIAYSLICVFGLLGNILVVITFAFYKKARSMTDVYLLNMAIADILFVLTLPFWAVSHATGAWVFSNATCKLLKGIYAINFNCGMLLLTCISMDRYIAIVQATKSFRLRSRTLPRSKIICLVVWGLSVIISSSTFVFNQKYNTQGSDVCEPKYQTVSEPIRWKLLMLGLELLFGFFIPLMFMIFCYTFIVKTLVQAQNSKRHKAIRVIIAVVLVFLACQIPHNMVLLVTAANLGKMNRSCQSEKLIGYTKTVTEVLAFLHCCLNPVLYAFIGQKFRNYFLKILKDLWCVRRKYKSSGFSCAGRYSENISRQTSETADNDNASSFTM
CXCR6 inh: inhibitors of human CXCR6 receptor | CHO-K1 PathHunter CXCR6 beta-arrestin, luminescence | inhibition, % at 20 µM | hit rate 0.36% among 360,000; in the data active = inhibition above about 34%, passing the limit was not always enough;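 also: antagonist mode with CXCL16 agonist at 10 nM final; 0% = 10 nM CXCL16 with DMSO and 100% = unstimulated wells without agonist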
Target sequence (O00574 whole entry, looked up): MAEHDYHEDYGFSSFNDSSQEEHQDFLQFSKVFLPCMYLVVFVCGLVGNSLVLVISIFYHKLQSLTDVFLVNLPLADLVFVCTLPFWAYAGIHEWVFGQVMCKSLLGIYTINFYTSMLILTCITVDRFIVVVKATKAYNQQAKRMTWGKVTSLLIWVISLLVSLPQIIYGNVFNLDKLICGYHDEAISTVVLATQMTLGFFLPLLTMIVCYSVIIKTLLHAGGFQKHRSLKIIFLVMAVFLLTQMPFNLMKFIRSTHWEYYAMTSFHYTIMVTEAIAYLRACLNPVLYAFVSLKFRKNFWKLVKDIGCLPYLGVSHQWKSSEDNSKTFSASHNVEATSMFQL
MPTP inh: inhibitors of mitochondrial permeability transition pore | isolated mouse mitochondria, Ca2+ swelling absorbance, 30 min | inhibition, % at 10 µM | hit rate 1.4% among 360,000 | AID 602449;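 active = inhibition of 50% or more, scaled per plate between neutral and stimulator controls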;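 also: 0% = DMSO wells given calcium and 100% = 1 mM EGTA wells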
* hit, by the source's call; . = no result given.

no.	mol	Gli-Sufu block	APOBEC3G inh	APOBEC3A inh	EBI2 block	NR3A LBD binder	CCR6 antagonist	CXCR6 inh	MPTP inh
1	Cc1cccn2c(CN(C)C3CCCc4ccccc43)c(C(=O)N3CCOCC3)nc12 (centres undefined)	22.6	-6.1	-0.1	4.2	-0.2	17.9	-2.6	-1.3
2	COc1ccccc1CN1CCN(C(=O)c2ccco2)CC1	0.3	-9.1	-7.3	-6.4	0.7	6.7	12.2	0.3
3	COc1ccc(Cl)cc1NC(=O)Cn1c(NCCO)nc2ccccc21	-1.4	-13.6	-2.4	2.8	-0.2	14.6	5.0	-0.7
4	Cc1cc(C(=O)Nc2sc3c(c2C#N)CCC(C)C3)cs1 (centres undefined)	-28.6	1.3	4.1	-9.5	2.2	16.2	-1.0	0.6
5	Cc1ccc(OCC(=O)Nc2ccc(-c3nc4ncccc4o3)cc2)cc1	-40.0	4.3	13.8	-4.6	4.3	-10.8	-13.0	3.5
6	COc1ccc(NC(=O)CSc2nccn2-c2cccc(OC)c2)cc1	-2.2	-3.0	-3.4	1.2	-3.2	2.2	-7.8	1.0
7	O=C(c1cc(Br)ccc1Cl)N1CCN(c2ccccn2)CC1	-2.6	-7.3	-4.4	5.6	-0.6	13.7	6.3	-1.3
8	[O-]C1=N[N+](=C(c2ccccc2)c2ccccc2)C1	-10.3	.	.	1.7	-2.2	10.8	-2.9	0.9
9	Cc1cc(C)cc(C(=O)n2cnnc2N)c1	-4.5	0.4	9.2	-3.0	0.7	-3.3	-0.5	-1.1
10	C[C@@H]1CN(C(=O)c2nc3ccc(Cl)cn3c2CN[C@H]2CCCCNC2=O)C[C@H](C)O1	-5.6	-7.2	-1.2	-3.0	3.2	-0.7	2.1	2.1
11	CC(C)c1nc2ccccc2n1CCC(=O)O	-8.6	-2.1	1.3	-1.4	0.5	-0.7	-3.5	-2.0
12	COc1ccccc1NC(=O)c1nn(-c2ccccc2)ccc1=O	6.3	-1.6	-5.0	4.5	-6.0	-2.3	-2.5	0.3
13	C/C(=N\S(=O)(=O)c1ccc(C)cc1)NC(=S)Nc1ccccc1	-2.4	-2.8	1.3	-8.7	0.8	16.9	-1.8	-1.3
14	Cc1ccccc1NC(=O)N1CCCC(c2nc(-c3ccc(C(C)C)cc3)no2)C1 (centres undefined)	53.1	-0.9	1.0	12.6	-19.3	6.6	0.1	3.4
15	CCN(CC)c1ccc2c(Nc3ccccc3)c(C=O)c(=O)oc2c1	-2.1	-8.8	2.0	-1.6	-3.9	18.6	13.9	-2.0
16	N#Cc1cc(-c2ccccc2)nn1-c1ccccc1	-7.7	23.9	0.1	14.0	5.4	-6.4	-11.4	-0.5
17	N#Cc1nc(-c2ccccc2F)oc1NCc1ccccc1	-7.1	-8.2	-2.6	6.7	-9.7	12.7	-6.2	0.9
18	CCCc1cc2c(OC(=O)CC)c(-c3ccc(C(=O)OCC)o3)c(=O)oc2cc1OC	4.3	6.1	-0.4	-9.6	-15.5	0.2	-7.3	17.1
19	CCOc1ccccc1-n1c(CNc2ccc(F)cc2)nnc1SCC(=O)NCc1ccco1	11.5	-3.5	-1.7	-12.3	1.3	7.6	9.3	-3.7
20	CCOC(=O)/C=c1\s/c(=C\c2ccc3cc(OC)ccc3c2)c(=O)n1CC(=O)NCc1ccc2c(c1)OCO2	-3.7	-5.6	1.7	1.7	1.1	-6.8	-2.5	1.8
21	CCN1C(=O)c2ccccc2S(=O)c2ccc(C(=O)N3CCN(C(=O)c4ccco4)CC3)cc21 (centres undefined)	2.4	-2.5	-2.5	1.2	-1.5	1.6	3.0	-1.7
22	Cc1snc(SCC(=O)c2ccc(Cl)cc2)c1C#N	-25.3	-10.2	-9.7	-1.2	-1.0	15.8	1.5	-1.3
23	Cc1cc(C)n2c(nc3ccccc32)c1C(=O)NN	7.3	-4.2	-1.0	0.1	0.0	-8.0	4.0	2.4
24	Cc1cccc(N2C(=O)c3cccc4c(N5CCCCC5)c([N+](=O)[O-])cc(c34)C2=O)c1C	17.4	-5.3	-2.8	10.3	-3.3	21.5	14.0	1.9
25	CSc1ccccc1NC(=O)CN(C)C(=O)Cc1c[nH]c2ccccc12	12.2	-8.4	0.0	-1.0	-1.9	5.3	0.9	-2.5

Following part.
no.	mol	Gli-Sufu block	APOBEC3G inh	APOBEC3A inh	EBI2 block	NR3A LBD binder	CCR6 antagonist	CXCR6 inh	MPTP inh
26	CN(Cc1cccc(F)c1)C(=O)c1ccc(S(=O)(=O)N2CCCCCC2)cc1	6.5	-7.7	-2.2	-11.7	-2.0	13.9	1.5	0.5
27	C[C@H](CCC(=O)OCc1cn(CC(=O)c2ccc(O)cc2)nn1)C1CC[C@H]2[C@@H]3CC[C@@H]4C[C@H](O)CC[C@]4(C)[C@H]3C[C@H](O)[C@]12C (some centres undefined)	0.8	.	.	4.2	1.7	-10.5	-0.2	0.0
28	Cc1ccc(C(=O)Nc2nnc(SCC(=O)N3CCCc4ccccc43)s2)cc1	-50.5	-0.3	4.3	-4.2	-4.8	0.7	1.7	1.8
29	COc1ccc2nccnc2c1[N+](=O)[O-]	-11.0	-1.4	1.6	-3.1	0.0	4.7	-1.9	1.4
30	CC(=O)Nc1ccc(N/C=C(\C#N)S(=O)(=O)c2ccc(Cl)cc2)cc1	33.4	-7.9	-2.8	-4.8	-0.3	-0.6	9.6	0.4
31	CC(C)C[C@H](NC(=O)Nc1ccc(S(N)(=O)=O)cc1)C(=O)O	12.6	-5.1	2.1	-1.7	-1.0	-9.1	4.6	1.2
32	CC(C)=C1C2CCC1C1C(=O)N(NC(=O)COc3ccc(Cl)c(C)c3)C(=O)C21 (centres undefined)	-5.3	-7.0	-0.3	0.5	-7.2	16.7	-4.5	-3.1
33	COCCCn1c(=O)c2sccc2n(Cc2cccc(F)c2)c1=O	-12.8	-4.2	-1.4	-1.9	-1.0	17.7	15.6	-0.9
34	O=C(NCCS(=O)(=O)N1CCN(c2cccc(Cl)c2)CC1)c1ccc2c(c1)OCO2	-2.3	-5.7	-0.5	2.5	-0.1	3.0	6.4	2.2
35	Cc1cccc(NC(=O)CS(=O)(=O)c2cn(CC(=O)N3CCOCC3)c3ccccc23)c1	-1.7	-1.4	0.1	2.6	3.6	7.5	-6.2	0.5
36	Cn1c(C(=O)Nc2ccc(Cl)cc2)cc2cc(Cl)ccc21	-5.3	-8.5	-4.8	33.0	-1.4	11.6	-0.6	3.2
37	O=C(/C=C/c1ccco1)Nc1nnc(-c2ccco2)s1	-32.4	-10.4	1.0	-3.6	0.2	7.5	-0.9	0.4
38	CCc1ccc(OCCSc2nc3ccccc3n2CCC(=O)O)cc1	5.1	-13.6	-0.9	-0.4	0.9	9.1	-8.2	-0.7
39	CN(C)c1cccc2c1C(=O)c1ccccc1C2=O	-14.3	0.4	3.3	-7.8	0.2	17.4	21.7	7.3
40	COC(=O)C1CC2=C(CC(C)(C)CC2=O)N(c2ccccc2)C1=O (centres undefined)	4.8	.	.	-1.9	-1.2	-3.5	2.7	-0.8
41	O=C(NCCCN=C1NS(=O)(=O)c2ccccc21)c1ccc(S(=O)(=O)N2CCOCC2)cc1	-0.7	2.3	3.1	2.8	1.7	2.8	-2.6	-1.7
42	COc1cc(C)nc(Oc2ccc(/C=N/O)cc2)n1	6.5	-5.2	-2.4	3.9	0.5	3.0	6.0	-0.5
43	Cc1cc(-c2c(C)[nH]n(-c3ccc(Cl)cc3)c2=O)n[nH]1	-21.1	-0.7	1.0	7.4	-7.0	19.1	4.8	4.0
44	Clc1ccc(SCCOCCN2CCCCC2)cc1	78.8*	-1.4	-0.4	5.9	-14.3	15.1	-4.3	7.3
45	O=C(Nc1ccc(CN2CCCCC2)cc1)c1ccc(Br)o1	4.9	-0.2	1.0	3.5	-0.9	-10.9	1.0	2.7
46	O=C(NC(=S)Nc1cccnc1)c1cccc(Br)c1	-12.3	4.8	2.8	0.5	-0.1	57.8*	20.2	1.7
47	Cc1ccc(CNC(=O)CNC(=O)[C@@H]2Cc3ccccc3CN2C(=O)OC(C)(C)C)cc1	-4.4	-7.7	-5.4	5.9	-1.6	27.1	-4.1	-0.2
48	O=C1CN(S(=O)(=O)c2ccccc2Cl)CCN1	-5.9	14.6	1.2	-1.5	4.5	3.0	12.7	-1.5
49	Cc1ccsc1/C=C/c1ccc2cccc(O)c2n1	10.6	-4.0	-2.4	41.1	-17.7	74.3*	59.5*	3.4
50	CCOC(=O)c1cc(-c2ccccc2)n(CC(=O)Nc2cccc(OC)c2)c1C	11.2	-9.9	-3.0	8.2	-2.6	7.8	1.8	23.1

Carrying on.
no.	mol	Gli-Sufu block	APOBEC3G inh	APOBEC3A inh	EBI2 block	NR3A LBD binder	CCR6 antagonist	CXCR6 inh	MPTP inh
51	CCCCSc1nc2c(=O)[nH][nH]c(=O)c2n1Cc1ccccc1	-16.9	-6.5	-3.9	-0.8	4.5	15.8	-9.4	-1.2
52	CC1CCC2(CC1)NC(=O)N(CC(=O)NC1CCCCC1C)C2=O (centres undefined)	4.6	2.5	2.6	0.8	5.8	-0.6	-3.3	0.3
53	O=C1c2cccc3cc(Br)cc(c23)C(=O)N1Nc1ccccc1	-0.6	-4.5	-2.7	-1.2	-15.2	16.4	11.3	-0.4
54	Cc1cc(C(=O)COC(=O)CNC(=O)c2ccc(Cl)c(Cl)c2)c(C)n1Cc1ccco1	-10.9	-5.8	-3.9	21.8	2.0	4.9	-5.4	2.2
55	O=C(Nc1ccccc1)C1CCN(C(=O)c2ccco2)CC1	24.2	-9.8	-3.6	-8.6	-2.4	-8.0	6.8	-0.9
56	COc1ccc(N(CC(=O)NCc2ccccc2OC)S(=O)(=O)c2ccccc2[N+](=O)[O-])c(OC)c1	20.6	-10.3	-2.7	1.2	6.3	11.3	5.9	-0.3
57	Cc1nn(-c2ccccc2)c(-c2ccccc2)c1C(=O)O	3.9	-1.2	-2.1	0.1	0.0	-9.8	-6.0	0.4
58	Cc1ccc(-c2noc(C3CCCN(S(=O)(=O)c4ccc(S(=O)(=O)N(C)C)cc4)C3)n2)o1 (centres undefined)	11.6	-4.8	-4.9	10.6	-1.5	8.2	8.4	-1.0
59	CCOC(=O)C1=CN(Cc2cccc(F)c2)S(=O)(=O)N(CC)C1c1ccc(F)c(Cl)c1 (centres undefined)	4.0	0.8	1.0	24.7	-0.5	24.7	7.2	-1.5
60	O=C1C2C3C=CC(CC3)C2C(=O)N1c1ccccc1[N+](=O)[O-] (centres undefined)	-14.7	0.7	4.3	1.0	2.4	1.4	-8.7	-2.0
61	CCOc1ncccc1C(=O)NCC(c1ccco1)N1CCCCC1 (centres undefined)	6.5	-4.5	-1.4	11.0	-0.6	12.7	5.4	-1.0
62	CC(=O)Nc1cccc(Oc2cc(C#N)c(C#N)cc2N2CCCCCC2)c1	14.1	0.9	-0.1	14.4	-3.7	22.6	15.5	-0.1
63	Cc1ccc(Cn2nnc3c(=O)n(Cc4ccccc4C)cnc32)cc1	-1.9	-3.1	-4.5	2.5	-1.0	7.9	4.9	2.6
64	Cc1cccc(C)c1NS(=O)(=O)c1cc2c3c(c1)CC(=O)N3CCC2	-3.1	2.2	2.7	-5.2	0.4	12.8	5.5	0.4
65	CN(CC(=O)Nc1ccccc1Sc1ccccc1)Cc1nc2ccccc2c(=O)[nH]1	9.4	-9.6	-3.1	-7.2	-4.2	-3.8	3.8	-0.9
66	COc1ccc(OC)c(C2=Nn3c(nnc3-c3ccco3)SC2)c1	1.3	-7.0	-1.5	31.6	-1.9	14.5	10.7	1.9
67	C/C(=N\NC(=S)Nc1c(C)cccc1C)c1ccc(O)cc1	8.8	2.2	1.3	5.2	0.3	9.8	3.5	-0.3
68	Cc1ccc(C(=O)NC2(C(F)(F)F)N=C3SCCN3C2=O)cc1 (centres undefined)	2.7	-5.4	-1.9	-12.8	0.7	-7.2	1.4	-0.2
69	Cc1nc2c(C)cccc2cc1C(=O)N/N=C/c1cccc([N+](=O)[O-])c1	1.6	-6.3	-1.5	12.4	-6.1	0.4	2.3	0.1

Rows were taken by chance; any-hit rate near 5.8%.
